BL2 CD40 inh = inhibitors of CD40-induced NF-kB signaling, primary screen, BL2 cells, luciferase reporter, single point | CD40L-induced, 4 h | inhibition, % at 10 µM | actives 0.94% (n = 83,000);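 active means mean inhibition of at least 50% with a set share of replicates also reaching that level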;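 further: 0% = neutral control wells and 100% = IKK inhibitor VII at 50 µM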
* hit, by the source's call; [ ] = remark or other dose. This is a subset. The share of hits here may be higher or lower than overall.

canonical_smiles | BL2 CD40 inh
CSc1nnc(-c2cccs2)n1-c1ccccc1 | 5
COCCCNC(=O)c1ccc2c(c1)OCO2 | -10
N#C[C@H]1[C@@H](c2ccc(C#CC3CC3)cc2)[C@H](CO)N1C(=O)c1cccc(F)c1 | -4
CC(C)(C)[S@](=O)N1Cc2cc(C(=O)NCCN3CCCC3)nc(-c3cccc(-c4cccc(C#N)c4)c3)c2[C@@H]1CCO | 0
CN(C)C(=O)c1ccc(-c2ccccc2[C@H]2[C@@H](CO)N(C(=O)C3CCCC3)[C@H]2C#N)cc1 | 0
OC[C@H]1[C@@H](c2ccccc2)[C@H](CNCC2CCC2)N1CC1CC1 | 3[25 µM]
CC(=O)c1ccc(OCc2cc(C(=O)N(C)CC3COc4ccccc4O3)no2)cc1 (configuration not stated) | -62
O=C(Nc1cc(C(F)(F)F)ccc1N1CCCC1)C1CCCO1 (configuration not stated) | 0
O=C(c1cc2cc(Br)ccc2o1)N1CCCCC1 | -78
O=C(C[C@H]1C[C@@H]2c3cc(NC(=O)Nc4ccccc4F)ccc3O[C@@H]2[C@@H](CO)O1)NCc1ccccn1 | -5[25 µM]
O=C(CN1C(=O)c2ccccc2S1(=O)=O)NCc1ccccn1 | 2
C(=N\n1cnnc1)/c1cccc(OCCOc2ccccc2)c1 | -60
Cc1cc(OCC(=O)Nn2cnnc2)c(C)cc1Br | 9
CN(CC(=O)Nc1ccc(F)cc1)C(=O)COC(=O)C1=COCCO1 | 3
CC(C)CC(=O)c1c[nH]c(C(=O)N2CCN(Cc3ccccc3)CC2)c1 | 11
Cc1ccc(C2(c3ccccc3)NC(=O)N(CC(=O)N(C)C3CCS(=O)(=O)C3)C2=O)cc1C (configuration not stated) | -11
COc1ccc(-c2cc(C(=O)OCC(=O)N3CCCCC3)c3ccccc3n2)cc1OC | -27
CCOC(=O)C1CNc2cc(S(=O)(=O)CC)ccc2O1 (configuration not stated) | 17
C=CCn1c(SCC(=O)c2ccc(OC)cc2)nnc1C(C)NC(=O)c1cccs1 (configuration not stated) | 2
O=C(COC(=O)CCNS(=O)(=O)c1ccccc1)NNC(=O)c1ccccc1 | -1
CCOC(=O)C1(Cc2ccccc2C)CCCN(C(=O)CCc2cccnc2)C1 (configuration not stated) | -35
CN1C[C@H]2[C@@H](c3ccccc31)[C@@H](CO)N2C(=O)c1ccccn1 | -16[25 µM]
CN1C(=O)c2cc(NC(=O)Cc3cccs3)ccc2OC[C@@H]2O[C@@H](CC(=O)N[C@@H]3CCN(Cc4ccccc4)C3)CC[C@@H]21 | 0[25 µM]
Cc1c(C#N)c2ncn(Cc3ccccn3)c(=O)c2n1-c1ccccc1 | -2
C[C@@H]1CN([C@@H](C)CO)C(=O)c2ccccc2-c2ccccc2CO[C@H]1CN(C)S(C)(=O)=O | 0[25 µM]
C[C@H]1CN([C@@H](C)CO)C(=O)CCCn2nncc2CO[C@H]1CN(C)C(=O)OCc1ccccc1 | 4[25 µM]
CC(C)C(NC(=O)c1ccc(F)cc1)C(=O)N1CCN(c2ccccn2)CC1 (configuration not stated) | 5
Cc1ccccc1S(=O)(=O)N1CCCCN2[C@H](CO)[C@@H](c3ccc(-c4cccnc4)cc3)[C@@H]2C1 | 4[25 µM]
COC(=O)c1cc2ccccc2n1Cc1ccc(Cl)nc1 | 3
Cc1ccc(NS(=O)(=O)c2ccc(C(=O)N3CCCC(C(F)(F)F)C3)cc2)cc1 (configuration not stated) | 7
COc1cc(CN(CC2CCCO2)C(=O)c2ccco2)cc(OC)c1OC (configuration not stated) | 6
O=C(COC(=O)Cc1ccc(Cl)cc1)NCc1ccco1 | -1
CC(C(=O)Nc1cccc(S(=O)(=O)N2CCOCC2)c1)N1CCN(C)CC1 (configuration not stated) | 6
O=S(=O)(NCCC1CC1(Cl)Cl)c1ccccc1 (configuration not stated) | 24
OC(COc1ccccc1)CN1CCN(CC(O)COc2ccccc2)CC1 (configuration not stated) | -1
CC(=O)Nc1c2c(nn1-c1ccc(C)cc1C)CS(=O)C2 (configuration not stated) | 8
Cc1cccc(SC2CCN(Cc3nc(CC4CC4)no3)CC2)c1 | -4
CN1CCN(S(=O)(=O)c2ccc(NC(=O)Nc3cccc(Cl)c3)cc2)CC1 | -18
COc1cccc(CNC(=O)[C@@H]2[C@@H](CO)[C@@H]3Cn4c(ccc(-c5ccncc5)c4=O)[C@H]2N3C(C)=O)c1 | 0[25 µM]
COC(=O)[C@@H](NC(=O)NCc1ccco1)C(C)C | 12
O=[N+]([O-])c1cc2c(c(CSc3nnc4ccccn34)c1)OCOC2 | -5
CC1CCCCC1NC(=O)Cn1cccc1C(=O)c1ccccc1 (configuration not stated) | -10
COc1ccc(C(=O)Nc2ccc(C(=O)NCCc3ccccc3)cc2)cc1 | -3
Cc1nn(C)c(Cl)c1CN1CCN(CC(C)C)C(CCO)C1 (configuration not stated) | -1
COc1ccc2[nH]c(C)c(CN3CCCCC3)c(=O)c2c1 | -16
Cc1ccc(CNCC2CCCO2)s1 (configuration not stated) | 9
COc1ccccc1NC(=O)N1CCCC(c2nc3c(nnn3Cc3ccc(C)cc3)c(=O)[nH]2)C1 (configuration not stated) | 1
Cc1ccc(C(=O)NCC(=O)OCC(=O)NCC(F)(F)F)cc1 | -1
CC(C)N(CCCNC(=O)c1ccc(N2CCCC2=O)cc1)Cc1ccccc1 | -7
CC=Cc1ccc2n(c1=O)C[C@H]1[C@H](CO)[C@@H](C(=O)NCC(F)(F)F)[C@@H]2N1C(=O)C1CCCCC1 (mixture of isomers) | -4
O=C(C[C@H]1C[C@H]2c3cc(NC(=O)Nc4ccccc4F)ccc3O[C@H]2[C@@H](CO)O1)NC1CCCC1 | 5
COc1ccccc1NS(=O)(=O)c1cccc(C(=O)N2CCCC2)c1 | 9
N#Cc1nc(Cc2ccccc2)oc1N1CCC(Cc2ccccc2)CC1 | -8
Cc1ccc(S(=O)(=O)N(C)c2ccc(OC(=O)CN3C(=O)NC4(CCCC4)C3=O)cc2)cc1 | 14
CCS(=O)(=O)CCSc1nc(C)cc(C)n1 | 25
CCCCNC(=O)N1CCc2ccccc2C1 | -15
O=S(=O)(Nc1ccccc1N1CCCCC1)c1cccs1 | 2
N#C[C@H]1[C@@H](c2ccccc2-c2ccc(F)cc2)[C@H](CO)N1C(=O)Cc1cccnc1 | -13[25 µM]
COc1ccc(S(=O)(=O)N2CCOCC2)cc1NC(=O)CSc1cc(C)ccc1C | 2
CC(=O)NCCc1ccc(S(=O)(=O)NCc2ccc3c(c2)OCO3)cc1 | -5

Later entries:
canonical_smiles | BL2 CD40 inh
Cn1c(Cc2ccccc2)nnc1SCC(=O)NCCc1ccccc1 | 5
CC1CC(C)CN(C(=O)c2ccc(NS(=O)(=O)c3ccc4[nH]c(=O)[nH]c4c3)cc2)C1 (configuration not stated) | 1
O=C(CN1CCOCC1)N[C@H]1CC[C@@H](CCn2cc(C3CC3)nn2)O[C@@H]1CO | -7[25 µM]
Clc1ccc(-c2cccs2)nn1 | 5
CCC(=O)Nc1nc2ccc([N+](=O)[O-])cc2s1 | -16
NC(=O)c1oc2ccccc2c1NC(=O)CCc1ccccc1 | 9
O=c1cc(-c2ccccc2)oc2cc(OCc3ccccc3)cc(O)c12 | 12
COc1ccc(CNC(=O)CCCn2nc(C)c3c(C)n(-c4ccccc4)nc3c2=O)cc1 | 8
CSc1nc2ncc(C#N)cn2n1 | 17
CCCNC(=O)N(C)C[C@H]1Oc2cc(-c3ccccc3)ccc2S(=O)(=O)N([C@H](C)CO)C[C@H]1C | 8[25 µM]
Fc1cccc(F)c1/C=N/Nc1ccccn1 | -83
CO[C@H]1CN(C)C(=O)c2cc(NC(C)=O)ccc2OC[C@@H](C)N(S(C)(=O)=O)C[C@@H]1C | -8[25 µM]
CN1[C@@H]2c3ccc(-c4ccccc4F)c(=O)n3C[C@@H]2[C@@H](CO)[C@@H]1C(=O)Nc1nccs1 | -1[25 µM]
CC(C)CC(C(=O)N1CCOCC1)N1Cc2ccccc2C1=O (configuration not stated) | 19
Cc1ccc(OC(=O)N(C)C[C@H]2OCc3ccccc3-c3ccccc3C(=O)N([C@H](C)CO)C[C@H]2C)cc1 | -4[25 µM]
Cc1cc(C(F)F)n2ncc(C(=O)NC3CCCCCC3)c2n1 | 2
COC(=O)[C@H]1[C@H](CO)[C@H]2Cn3c(ccc(-c4cccnc4)c3=O)[C@H]2N1Cc1ccccc1F | 3[25 µM]
O=C(CNC(=O)c1ccco1)Nc1ccc(N2CCCCCC2)cc1 | -20
COc1ccc(NC(=O)CN(C)CC(=O)Nc2sc3c(c2C#N)CCC3)cc1 | -8
CCOC(=O)C1=C(C)N=C(SC)N(C)C1c1ccccc1 (configuration not stated) | 4
C[C@H](CO)N1C[C@H](C)[C@@H](CN(C)C(=O)C2CCCCC2)Oc2ncc(-c3cccc(C#N)c3)cc2C1=O | -5[25 µM]
Cc1noc(C)c1S(=O)(=O)Nc1ccc2c(c1)C(=O)N([C@H](C)CO)C[C@@H](C)[C@H](CN(C)Cc1ccc(C(F)(F)F)cc1)OCCCC[C@H](C)O2 | 43
CO[C@@H]1CC[C@H]2CCN(C)C(=O)[C@@H](C)N(C)C(=O)c3cccc(C#N)c3OC[C@H]1O2 | 0[25 µM]
CS(=O)(=O)c1ccccc1-c1nnc(NC(=O)CCS(=O)(=O)c2ccc(Cl)cc2)o1 | 1
O=C1OCCC1=Cc1ccccc1 | -9
CCOc1ccc(NS(=O)(=O)N(C)C)cc1 | -3
Cc1ccc(S(=O)(=O)NCCC(=O)NCCOc2ccccc2)cc1 | 32
Cc1cc(C)cc(NC(=O)C(NCCN2CCOCC2)c2ccccc2)c1 (configuration not stated) | -1
COc1cccc(NC(=O)CN(C)C(=O)CC2CCCCC2)c1 | 1
C[C@H]1CN([C@@H](C)CO)C(=O)CCCn2nncc2CO[C@@H]1CN(C)C(=O)Nc1ccc(-c2cccs2)cc1 | -27[25 µM]
Cc1ccc(S(=O)(=O)N2CCOCC2)cc1C(=O)N1CC(C)CC(C)C1 (configuration not stated) | 4
CCCCn1c(N)c(N(CCC(C)C)C(=O)c2oc3ccc(OCC)cc3c2C)c(=O)[nH]c1=O | 1
CCCNC(=O)C1(C)CCN(CCC(=O)c2ccc(Br)cc2)C1 (configuration not stated) | 1
CC(C)N(Cc1nccn1C)C(=O)c1cc(COc2ccc3ncccc3c2)on1 | 11
O=C1CCCN1c1ccc(S(=O)(=O)Nc2ccc3c(c2)OCCO3)cc1 | 19
Cn1ncc(Cl)c1C(=O)N/N=C/c1cc2c(cc1[N+](=O)[O-])OCO2 | 1
O=C(C[C@@H]1CC[C@@H]2[C@H](COC[C@@H](O)CN2C(=O)c2cnccn2)O1)NCc1ccc(Cl)cc1 | -1[25 µM]
COc1cccc(-c2cc(C(=O)NCCCn3ccnc3)no2)c1 | -44
Cc1cc(NC(=O)C2CCN(S(=O)(=O)c3cccs3)CC2)no1 | 17
O=C(CC1CC1)N1CC[C@H]2[C@H](CO)Nc3ccc(-c4ccc(F)cc4)cc3[C@H]21 | -12[25 µM]
CN(c1ccccc1)S(=O)(=O)c1cccc(C(=O)N2CCCCCC2)c1 | 6
C[C@@H]1CN([C@@H](C)CO)C(=O)c2cc(NC(=O)Nc3ccc4c(c3)OCO4)ccc2O[C@@H](C)CCCCO[C@@H]1CN(C)C(=O)Nc1ccccc1 | -10
O=C(C1CCCC1)N1CC2(C1)[C@H](c1ccccc1)[C@H](CO)N2Cc1ccc(Cl)cc1 | 15[25 µM]
O=C(C1CCCC1)N1CC(=O)N2[C@@H](CO)[C@@H](c3ccc(C#CCc4ccccc4)cc3)[C@@H]2C1 | 55*
CC(C)NC(=O)N(C)C[C@@H]1Oc2ccccc2CC(=O)N(C)C[C@@H]1C | 0
O=C(C[C@@H]1C[C@H]2c3cc(NC(=O)C4CCOCC4)ccc3O[C@H]2[C@@H](CO)O1)NCc1ccc(Oc2ccccc2)cc1 | -11[25 µM]
O=C(COc1ccccc1)N(Cc1ccco1)c1ccc(O)cc1 | -1
CCOC(=O)c1cc(C(=O)NN)c(C)nc1C | 5
COc1cc2c(NCCCCCCO[N+](=O)[O-])ncnc2c(OC)c1OC | -27
Cn1cnc(S(=O)(=O)N[C@@H]2CC[C@@H](CC(=O)NCC3CCCCC3)O[C@H]2CO)c1 | 8[25 µM]
COCCNC(=O)C1(C)CCCN(C(=O)c2ccc3snnc3c2)C1 (configuration not stated) | -7
Cc1ccnc(NC(=O)C2CC(=O)N(Cc3ccccc3)C2)c1 (configuration not stated) | -28
O=S(=O)(c1ccc(Br)s1)N1CCN(CCc2ccccc2)CC1 | 8
Cc1cc(C(=O)NCCCn2ccnc2)cs1 | 7
CSc1nc2ccccc2n1C(=O)Oc1ccccc1 | -14
CC(c1nc2scc(-c3ccccc3)c2c(=O)[nH]1)N1CCN(CC(=O)NC2CC2)CC1 (configuration not stated) | 10
CC1CCC(C(O)(C(=O)c2ccccc2)c2ccccc2)C(=O)C1 (configuration not stated) | 7

By substructure, those above with two or more sulfur atoms.
canonical_smiles | BL2 CD40 inh
CSc1nnc(-c2cccs2)n1-c1ccccc1 | 5
C=CCn1c(SCC(=O)c2ccc(OC)cc2)nnc1C(C)NC(=O)c1cccs1 (configuration not stated) | 2
CCS(=O)(=O)CCSc1nc(C)cc(C)n1 | 25
O=S(=O)(Nc1ccccc1N1CCCCC1)c1cccs1 | 2
COc1ccc(S(=O)(=O)N2CCOCC2)cc1NC(=O)CSc1cc(C)ccc1C | 2
CS(=O)(=O)c1ccccc1-c1nnc(NC(=O)CCS(=O)(=O)c2ccc(Cl)cc2)o1 | 1
Cc1cc(NC(=O)C2CCN(S(=O)(=O)c3cccs3)CC2)no1 | 17
O=S(=O)(c1ccc(Br)s1)N1CCN(CCc2ccccc2)CC1 | 8
